# Screening results: PubChem, National Center for Advancing Translational Sciences (NCATS)
# BLM inh: inhibitors of human Bloom syndrome helicase BLM; P54132; Potency, µM (series often up to 56.1 µM), for the others: at the top dose activity change, negative = inhibition, most hits filed as inhibitors; recombinant BLM DNA unwinding, fluorescence dequenching; 0.2% of 350,000 active;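 note: potency is the fitted concentration of half-maximal effect; plate controls were vehicle for no effect and no enzyme for full effect; nearly all actives have a fitted effect of over 35% in size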
# APE1 inh: inhibitors of human APE1 endonuclease | P27695 | recombinant APE1, TAMRA/BHQ-2 abasic DNA cleavage fluorescence | Potency, µM (titrated, usually from 65.8 µM), without a hit: top-dose activity change, negative = inhibition, hits mostly inhibitors | 0.35% of 350,000 active | AID 2517;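 note: potency is the fitted concentration of half-maximal effect; plate controls were vehicle for no effect and reference inhibitor for full effect; nearly all actives have a fitted effect of over 55% in size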
# Target sequence (P27695 whole entry, looked up): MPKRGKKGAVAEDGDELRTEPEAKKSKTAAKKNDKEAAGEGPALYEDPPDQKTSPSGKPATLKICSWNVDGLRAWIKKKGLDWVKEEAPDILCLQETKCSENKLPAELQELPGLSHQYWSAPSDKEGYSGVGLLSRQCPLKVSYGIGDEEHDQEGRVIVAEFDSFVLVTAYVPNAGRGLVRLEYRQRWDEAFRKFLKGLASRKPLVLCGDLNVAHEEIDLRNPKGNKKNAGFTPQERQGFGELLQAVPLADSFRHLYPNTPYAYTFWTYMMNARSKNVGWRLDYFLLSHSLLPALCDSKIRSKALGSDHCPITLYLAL
#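 Incision of a quenched TAMRA/BHQ-2 THF abasic-site duplex (50 nM) by 0.75 nM APE1, after 15 min compound preincubation, measured as fluorescence increase over three 60 s reads. Values normalized to buffer, DMSO and NSC13755 control wells.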
# POLK inh: blocks human DNA polymerase kappa activity | purified Pol kappa, fluorescent DNA synthesis assay, 10 min | Potency, µM (top dose mostly 107 µM), for inactives: top-dose activity, negative = inhibition, actives largely listed as inhibitors | 0.53% of 400,000 active; note: potency is the fitted concentration of half-maximal effect; % is set by controls: 0 for no effect and ±100 for the full control effect
#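 Readout: fluorescence, taken kinetically at 0 and 10 min. Conditions: 10 nM Pol kappa, 15 min RT compound preincubation, 50 nM substrate final. Controls: enzyme-free buffer wells.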
# Anesthetic bind: binds horse apoferritin like a general anesthetic; apoferritin/1-aminoanthracene competitive binding, fluorescence; 0.074% of 350,000 active; AID 485281; P02791; Potency, µM (highest dose often 77.5 µM), without a hit: at the highest dose activity change, negative = displacement, actives largely listed as inhibitors; note: potency is the fitted concentration of half-maximal effect; % is set by controls: 0 for no effect and ±100 for the full control effect; nearly all actives have a fitted effect of over 20% in size
# Target sequence (P02791 2-175 limits assumed): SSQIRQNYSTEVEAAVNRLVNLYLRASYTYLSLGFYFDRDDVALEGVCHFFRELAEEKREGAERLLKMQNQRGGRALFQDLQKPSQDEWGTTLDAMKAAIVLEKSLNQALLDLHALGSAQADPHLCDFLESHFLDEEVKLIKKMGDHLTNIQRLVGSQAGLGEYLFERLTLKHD
#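 Probe: 1-aminoanthracene (50% saturated, PBS). Protein: horse-spleen apoferritin, 10 uM. Incubation: 10 min, room temperature. Detection: 380 nm excitation, 535 nm emission. Analysis: normalized response, four-parameter Hill.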
# POLI inh: inhibitors of human DNA polymerase iota; Q9UNA4; Potency, µM (doses to about 115 µM), without a hit: top-dose activity, negative = inhibition, usual class: inhibitors; 1% of 390,000 active; Pol iota fluorescent replication assay, 10 min; note: potency is the fitted concentration of half-maximal effect
#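 Fluorescent replication assay read twice, at 0 min and 10 min after adding 50 nM (final) substrate. Enzyme (10 nM) and compounds were first incubated 15 min at room temperature; enzyme-free buffer wells were negative controls.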
# Pol beta inh: inhibitors of human DNA polymerase beta | Potency, µM (doses to about 114 µM), for inactives: at the highest dose activity change, negative = inhibition, actives largely listed as inhibitors | 1.3% of 340,000 active | Pol beta primer extension/strand displacement, fluorescence kinetic | P06746; note: potency is the fitted concentration of half-maximal effect; % is set by controls: 0 for no effect and ±100 for the full control effect
#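 Enzyme-only controls used 10 nM Pol beta; buffer lacking enzyme served as negative control. Compound preincubated 15 min, then 50 nM substrate added; 0 and 10 min reads at room temperature.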
# LDHA inh: LDHA (human) enzyme inhibition; AID 1347041; purified LDHA, NADH/diaphorase-resazurin fluorescence; active compounds read low; 0.15% of 480,000 active; activity change, % (values are at about 110 or 230 µM); in the data active = activity change below about -30%; inconclusive = mostly about -25% to -30%;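 note: plate controls were DMSO wells for no effect and wells without enzyme for full effect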
#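 Enzyme activity of human lactate dehydrogenase 5 (2 nM; 0.06 mM NADH, 0.2 mM pyruvate, 5 min, RT) is measured via a resazurin/diaphorase fluorescence readout of residual NADH.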
# Glioma ERSR ind: induces the endoplasmic reticulum stress response in human glioma cells; U87-MG GRP78 promoter luciferase reporter, 16 h; Potency, µM, for inactives: at the highest dose activation, actives largely listed as activators; 0.02% of 420,000 active; AID 602332; note: potency is the fitted concentration of half-maximal effect; series mostly up to about 76 µM; % of control where 0% means no effect; nearly all actives have a fitted effect of over 35% in size
#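 Stably transfected U87-MG human glioma cells carrying a GRP78-based luminescent sensor were seeded at 1000 cells/well, pin-dosed with compounds and incubated 16 h. Luciferase reagent was then added, and end-point luminescence was read after 10 min at room temperature.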
# Pol eta inh: blocks human DNA polymerase eta activity | Q9Y253 | recombinant Pol eta, fluorescent DNA replication assay | Potency, µM (highest dose often 114 µM), for the others: at the highest dose activity change, negative = inhibition, usual class: inhibitors | 1.2% of 390,000 active; note: potency is the fitted concentration of half-maximal effect; % is set by controls: 0 for no effect and ±100 for the full control effect
#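 Pol eta at 10 nM preincubated with compounds 15 min at room temperature; reaction started with fluorescent substrate (50 nM final) and read kinetically at 0 and 10 min.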
# * hit, by the source's call; ? = inconclusive; / = not tested or not shown; & = joins results of further samples; [ ] = dose if it differs, or a comment. Unless noted, calls come from the whole dose curve; as a rule, active = well fitted curve in the direction sought with a large enough effect; inconclusive = small, poorly fitted or top-dose-only effect, or another doubt; inactive = no such curve, though single readings can be large; an effect the other way counts as inactive or inconclusive. Not all compounds are listed, so the mix of outcomes need not match the whole.
SMILES,BLM inh,APE1 inh,POLK inh,Anesthetic bind,POLI inh,Pol beta inh,LDHA inh,Glioma ERSR ind,Pol eta inh
Cc1ccccc1C(=O)NC(CC(C)C)C(=O)OCc1cc(=O)n2cc(Br)ccc2n1 (stereo not given),6%,-1%,-22%,-1%,-1%,47%,-4,6%,-15%
Cc1ccc(C(=O)OC/C(O)=C(\C#N)c2nc3ccccc3[nH]2)cc1S(=O)(=O)N1CCOCC1,-6%,-5%,-4%,2%,16%,?,1,-4%,?
Clc1ccccc1CSC1=NCCCN1,-1%,?,0%,-6%,12%,1%,3,-5%,12%
CCC1CCCCN1C(=S)NC(=O)c1ccc(F)c(S(=O)(=O)N2CCOCC2)c1 (stereo not given),-3%,-5%,0%,-13%,21%,3%,-1,3%,-5%
CC(=O)Nc1ccc(NC(=O)Cc2ccc(-c3ccccc3)cc2)cc1,-3%,-2%,-9%,-4%,14%,5%,-5,-1%,5%
COc1ccc(NS(=O)(=O)c2ccc3[nH]c4c(c3c2)CCCC4)c(OC)c1,-8%,/,-5%,?,4%,-12%,5,-1%,-21%
Cc1ccc(S(=O)(=O)NC2=NCN(Cc3cccnc3)CN2)cc1,-1%,-1%,-22%,-6%,10%,29%,-4&-7,0%,-4%
COc1cccc(CNC(=O)Cc2ccc(S(=O)(=O)N3CCOCC3)s2)c1,/,-5%,-20%,/,7%,/,-2,-2%,-6%
Cc1cccc(NS(=O)(=O)c2cccc(C(=O)NCC(c3ccco3)N3CCCCC3)c2)c1 (stereo not given),/,-14%,-9%,/,15%,/,-4,-5%,-4%
C/C(CCc1ccc2c(c1)OCO2)=N\NC(=O)c1ccccc1,2%,-2%,-9%,-5%,48%[activator],4%,-4,8%,-6%

# 2 records picked at random from those above, as already listed:
SMILES,BLM inh,APE1 inh,POLK inh,Anesthetic bind,POLI inh,Pol beta inh,LDHA inh,Glioma ERSR ind,Pol eta inh
COc1cccc(CNC(=O)Cc2ccc(S(=O)(=O)N3CCOCC3)s2)c1,/,-5%,-20%,/,7%,/,-2,-2%,-6%
Cc1ccc(C(=O)OC/C(O)=C(\C#N)c2nc3ccccc3[nH]2)cc1S(=O)(=O)N1CCOCC1,-6%,-5%,-4%,2%,16%,?,1,-4%,?

# (listing goes on)
SMILES,BLM inh,APE1 inh,POLK inh,Anesthetic bind,POLI inh,Pol beta inh,LDHA inh,Glioma ERSR ind,Pol eta inh
CN(C)CC(CCCCC(CN(C)C)C(=O)c1ccccc1)C(=O)c1ccccc1 (stereo not given),3%,-5%,2%,-2%,3%,20%,-2,-15%,-8%
CON(C)C(=O)CCN(Cc1ccccc1)C(=O)OC(C)(C)C,/,-12%,13%,/,28%,/,4,-3%,-7%
Cc1c(C(=O)Nc2ccncc2)oc2c1C(=O)CC(C)(C)C2,2%,3%,0%,-8%,-6%,-2%,4,-1%,-7%
Cc1cc(C(=O)NN=C(CCC(=O)O)c2cccs2)c(C)o1,/,-2%,-11%,/,50%[activator],/,-2,-2%,-9%
O=C(C[n+]1ccccc1)Nc1ccc(Oc2ccccc2)cc1,-3%,5%,13%,-22%,8%,-1%,-1,-6%,-13%
Cc1oc(-c2ccccc2)nc1CS(=O)CC(=O)NC1CCCCCC1 (stereo not given),4%,-13%,-15%,?,13%,1%,0,5%,-1%
Cc1cc(N2CCN(C)CC2)nc2ccc(NC(=O)CCC(=O)N3CCN(c4ccc([N+](=O)[O-])cc4)CC3)cc12,3%,-20%,-4%,?,41%[activator],0%,11,-4%,-9%
CC1(C)Cc2cccc(OCC(=O)N3CCN(c4ccc(F)cc4)CC3)c2O1,/,18%,-14%,/,15%,/,-3,-3%,-22%
Cc1cc(Cl)ccc1NC(=O)Cc1ccc(NC(=O)N2CCCCc3ccccc32)cc1,-3%,/,0%,2%,0%,-11%,-5,0%,-17%
CCc1ccc(NS(=O)(=O)c2ccc(-c3cc(C)no3)cc2)cc1,-12%,/,-31%,-18%,18%,-2%,3,8%,-18%
CCN(CC(=O)Nc1ccc(C(=O)Nc2ccc(OC)cc2)cc1)Cc1nc2ccccc2c(=O)[nH]1,-3%,-4%,11%,-6%,17%,-1%,-1,-1%,-11%
Cc1noc(C)c1C(=O)Nc1nc2ccc(Cl)cc2s1,-3%,-1%,-3%,-11%,-16%,2%,-7,5%,4%
CCCCOC(=O)c1ccc(NC(=O)/C=C/c2cccs2)cc1,-9%,12%,1%,-14%,2%,-5%,1,0%,-23%
CCOc1ccc(S(=O)(=O)N2CCN(S(=O)(=O)c3ccc(C)c(C)c3)CC2)cc1,0%,-12%,-23%,7%,-2%,19%,-5,-1%,-10%
O=C(COC(=O)c1ccccc1Nc1ccccc1F)c1ccccc1,-9%,-4%,-5%,-7%,-20%,-1%,-5,-4%,-5%
CCCCN1C(C(=O)c2ccccc2)=C(OC(C)=O)c2ccccc2S1(=O)=O,-10%,/,-9%,-21%,?,4%,-5,6%,-14%
CCOc1ccc(NC(=O)COc2ccc(C(=O)NC3CCCc4ccccc43)cc2OC)cc1 (stereo not given),5%,10%,-16%,-7%,27%,2%,-4,0%,5%
CC(=O)C1=C(O)C(=O)N(c2ccc(S(N)(=O)=O)cc2)C1c1ccccc1F (stereo not given),0%,-1%,-2%,-7%,5%,6%,-2,-3%,-4%
COc1ccc(C(=O)C2CCCN(Cc3cnc(N4CCCC4)s3)C2)cc1OC (stereo not given),-3%,3%,-9%,-12%,-2%,0%,-1,0%,-9%
O=C(Cn1cc(SCc2c(F)cccc2Cl)c2ccccc21)N1CCCC1,-5%,/,-11%,41%[activator],9%,13%,-2,-1%,-11%

# The final six compounds of the part before open the next one.
SMILES,BLM inh,APE1 inh,POLK inh,Anesthetic bind,POLI inh,Pol beta inh,LDHA inh,Glioma ERSR ind,Pol eta inh
O=C(COC(=O)c1ccccc1Nc1ccccc1F)c1ccccc1,-9%,-4%,-5%,-7%,-20%,-1%,-5,-4%,-5%
CCCCN1C(C(=O)c2ccccc2)=C(OC(C)=O)c2ccccc2S1(=O)=O,-10%,/,-9%,-21%,?,4%,-5,6%,-14%
CCOc1ccc(NC(=O)COc2ccc(C(=O)NC3CCCc4ccccc43)cc2OC)cc1 (stereo not given),5%,10%,-16%,-7%,27%,2%,-4,0%,5%
CC(=O)C1=C(O)C(=O)N(c2ccc(S(N)(=O)=O)cc2)C1c1ccccc1F (stereo not given),0%,-1%,-2%,-7%,5%,6%,-2,-3%,-4%
COc1ccc(C(=O)C2CCCN(Cc3cnc(N4CCCC4)s3)C2)cc1OC (stereo not given),-3%,3%,-9%,-12%,-2%,0%,-1,0%,-9%
O=C(Cn1cc(SCc2c(F)cccc2Cl)c2ccccc21)N1CCCC1,-5%,/,-11%,41%[activator],9%,13%,-2,-1%,-11%
Cc1cc(C)n2nc(SCC(=O)NC3CCCC(C)C3C)nc2n1 (stereo not given),-3%,13%,1%,?,-8%,6%,-1,-1%,1%
CCCN(CCC)c1nc(Cl)nc(NCCN2CCOCC2)n1,-5%,0%,-2%,2%,10%,-7%,-18,-4%,-12%
C=CCn1c(COc2ccc(F)cc2)nnc1SCC(=O)NC1CCCC1,/,3%,4%,/,22%,/,0,-2%,-10%
CN(C)C(=O)c1c2c(nc3ccccc13)-c1ccccc1CC2,-2%,-2%,-2%,-14%,3%,1%,1,-2%,-3%
COCCn1c(=O)c(C)nc2cnc(N(C)C)nc21,-1%,2%,3%[60.1 µM],/,/,/,/,-4%,/
O=C(CN1CCOCC1)Nc1ccccc1Cl,-3%,6%,-17%,-7%,-13%,-2%,2,-3%,-9%
O=[N+]([O-])c1ccc(/C=N/n2c(-c3cccnc3)n[nH]c2=S)cc1,-4%,19%,2%,2%,29%,5%[57.1 µM],-11,-4%,-1%
Cc1cc(Nc2cc(F)ccc2C)nc(-n2nc(C)cc2C)n1,-1%,/,-15%[60.1 µM],-5%,3%,39%[activator],-8,-3%,-19%
Cc1cccc(NC(=O)c2ccc(S(=O)(=O)N3CC(C)OC(C)C3)cc2)n1 (stereo not given),/,9%,-5%,/,20%,/,-5,-2%,-16%
Brc1c(CSc2nc3ccccc3o2)nc2ncccn12,1%,-1%,1%,-2%,17%,7%,-4,0%,-7%
CCCCOc1ccc(C(=O)N2CCCC2)cc1,0%,12%,-8%,?,34%[activator],1%,-6,1%,-10%
O=C(NC(=S)NC1CCCC1)c1ccccc1Br,-8%,1%,-15%,2%,16%,12%,-4,2%,-12%
COc1ccc(C2CC(c3cccc(C)c3)n3ncnc3N2)cc1 (stereo not given),0%,-3%,19%,-1%,-6%,3%,2,-3%,-6%
Cc1nc2cnc(N3CCOCC3)nc2n(C)c1=O,3%,-2%,-5%[60.1 µM],/,/,/,/,-3%,/
